High-throughput results from PubChem BioAssay.
miR122 inh: blocks miR-122 activity in Huh7 sensor cells; Huh7 miR-122 Renilla luciferase sensor, 48 h; neutral wells = 0, positive control = 100; activation (reporter increase), % at 12.5 µM; hit rate 0.3% among 340,000;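 active = mean replicate activation score at least 90 and every replicate individually at or above 90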;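 note: higher luciferase means less miR-122 activity so hits act as miR-122 inhibitors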
PGC1a acetyl inh: lowers PGC1a acetylation signal in U2OS cells. AID 651687. inhibition, % at 15.6 µM. AlphaScreen anti-acetyl-lysine; with virally co-expressed GCN5 acetyltransferase. hit rate 0.17% among 350,000;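 active = every replicate shows inhibition of at least 40%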;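 note: 0% = neutral control wells and 100% = positive control wells; some results beyond the cut were filed as inactive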
Casp6 inh: blocks human caspase-6 cleavage activity; purified caspase-6, Z-VEID-R110 cleavage fluorescence; inhibition, % at 12.5 µM; hit rate 0.53% among 350,000;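 active = mean inhibition across replicates at least about 35%, with every replicate also reaching that limit, limit read from the data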;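 note: 0% = median of neutral control wells and 100% = no fluorescence left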
Target sequence (P55212 24-179 limits assumed): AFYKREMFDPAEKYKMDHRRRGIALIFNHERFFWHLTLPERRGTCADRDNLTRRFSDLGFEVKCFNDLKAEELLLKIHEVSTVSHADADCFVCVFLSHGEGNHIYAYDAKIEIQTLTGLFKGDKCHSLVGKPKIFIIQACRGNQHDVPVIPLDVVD
Target sequence (P55212 194-293 limits assumed): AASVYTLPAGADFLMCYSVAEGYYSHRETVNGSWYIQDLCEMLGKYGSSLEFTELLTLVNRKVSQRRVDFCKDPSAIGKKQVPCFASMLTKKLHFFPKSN
EWS-Fli inh: inhibitors of EWS/Fli oncoprotein transcriptional activity | A673 NR0B1-luciferase reporter, viability-normalised | inhibition, % at 12.6 µM | hit rate 0.67% among 350,000;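 active = mean inhibition of at least 50% after viability correction, with every replicate also passing that limit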;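 note: firefly luciferase signal divided by Alamar Blue viability fluorescence both relative to DMSO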
LGR2 inh: blocks bursicon-induced cAMP signaling via Drosophila LGR2. HEK293 LGR2, CRE-luciferase, bursicon-stimulated, 4 h. inhibition, % at 9.99 µM. hit rate 0.35% among 380,000. AID 720647;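 active = drop in luminescence signal, shown as inhibition above about 50% in the replicate tests, limit read from the data, passing the limit was not always enough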;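 note: agonist challenge used bursicon conditioned medium at about half maximal strength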
FN deposit inh: fibronectin deposition inhibition. AH1F fibroblasts, Alexa488-fibronectin deposition fluorescence, overnight. inhibition, % at 12.6 µM. hit rate 0.086% among 350,000. AID 743247;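 active = mean inhibition across replicates of 30% or more, regardless of how many single replicates reach that level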;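 note: positive control wells lacked labelled fibronectin entirely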
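Schedule: 1 h cell adhesion before compound, then overnight fibronectin incubation; test system: AH1F fibroblast monolayer depositing Alexa488-labelled fibronectin into matrix; quantity: 10000 AH1F cells per well; probe or stimulus: fluorescent fibronectin at 24 nM final; signal: fluorescence, ex 485 nm, em 525 nm; evaluation: percent inhibition as loss of matrix-bound fibronectin fluorescence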
PAX8 inh HTS: lowers PAX8-driven luciferase in RMG-I cells | inhibition, % at 12.6 µM | RMG-I TPO-luciferase reporter, SteadyGlo, 24 h | hit rate 1.2% among 360,000 | AID 652154;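 active = mean replicate inhibition at least 60% with every replicate also reaching 60%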;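 note: luciferase light reporting Pax8 driven TPO promoter activity; plate controls were median of neutral control wells for no effect and mitoxantrone controls for full effect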
Cneo AK release: Cryptococcus neoformans lysis via adenylate kinase release | C. neoformans lysis, adenylate kinase release luminescence, 4 h; normalised: neutral wells 0, clomiphene wells 100 | AID 651654 | lysis activity, % at 15 µM | hit rate 0.2% among 360,000;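 active = mean lysis activity across replicates of at least 80%, whatever share of replicates individually reach that level; inactive = mean lysis activity below 80%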
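Material: C. neoformans cells; Schedule: 4 h static compound exposure, 37 °C, read 1 h post-reagent; Measured by: adenylate kinase release luminescence; Read-out: signal increase indicating cell lysis; Controls: Clomiphene as positive lysis control.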
Numbers without * were called inactive; . = not tested or not shown; & = joins results of further samples; [ ] = another dose, or the depositor's remark. Random draw from the library; overall some 2.5% were active at least once.

SMILES	miR122 inh	PGC1a acetyl inh	Casp6 inh	EWS-Fli inh	LGR2 inh	FN deposit inh	PAX8 inh HTS	Cneo AK release
CN(C)CCCNC(=O)c1c(N)[nH]c(C(=O)c2ccc(Br)cc2)c1-c1ccc(Br)cc1	.	.	-57	20	-11	-4	-20	.
CCOC(=O)c1sc(NC(=O)C2CSC3(C)CCC(=O)N23)nc1C (configuration not stated)	-1	4	-1	-6	0	0	1	-1
Cc1ccc(O)c(CNc2nc3ccccc3[nH]2)c1	1	-5	1	-39	-13	-4	-58	-5
CC(O)C(=O)N/N=C/c1ccccc1C(=O)O (configuration not stated)	-2	-12	1	3	4	0	4	-1
Cc1ccc(S(=O)(=O)N[C@H]2C=C[C@H](CC(=O)N3CCC(Cc4ccccc4)CC3)O[C@H]2CO)cc1	3[16.7 µM]	-9	-9	36	3	.	-14	3
CN(C(=O)CCN1C(=O)c2ccccc2C1=O)c1ccccc1	-13	15	1	6	-16	-5	-5	-2
O=C(CN1C(=O)NC2(CCCC2)C1=O)Nc1ccc(S(=O)(=O)N2CCOCC2)cc1	-2	15	1	4	-14	-2	7	-2
O=C(CC(F)(F)F)N1C[C@H]2[C@@H](c3ccccc31)[C@H](CO)N2C(=O)C1CC1	29[16.7 µM]	-9	2	1	-17	0	1	45
CCOC(=O)CC(C#N)c1cn(C)c2ccccc12 (configuration not stated)	0	16	.	.	-7	7	.	-1
Cc1occc1-c1nnc(SC(C)C(=O)Nc2ccccc2F)o1 (configuration not stated)	-3	-11	2	8	-54	-8	-120	0
Cc1cc(F)ccc1S(=O)(=O)Nc1ncnc2sccc12	4	-3	-2	-2	-12	-2	5	-2
Cc1cccc(C)c1OCC(=O)OCC(=O)c1ccc2c(c1)NC(=O)CO2	-2	8	-5	.	6	.	.	1
CN1C(=O)c2cc(NC(=O)C3CCCC3)ccc2OC[C@@H]2O[C@H](CC(=O)O)CC[C@@H]21	28[16.7 µM]	2	2	4	-8	-8	1	2
COc1ccc(CNC(=O)CCCSc2ccccc2)cc1	-10	-2	2	-12	8	-3	-116	-2
CCNC(=S)Nc1cccc(S(=O)(=O)NC2=NCCC2)c1	.	2	3	-3	-13	8	-6	.
N/C(Cc1ccc([N+](=O)[O-])cc1)=N\OC(=O)c1ccco1	.	7	1	-23	-34	7	11	.
CC(C)NC(=O)Nc1ccc2c(c1)C(=O)N([C@@H](C)CO)C[C@H](C)[C@H](CN(C)C(=O)Nc1ccc3c(c1)OCO3)O2	4[16.7 µM]	1	-3	-4	2	.	-8	-3
CC(=O)Nc1ccc(S(=O)(=O)Nc2ccc(C(=O)NCC(=O)O)cc2)cc1	-4	-7	13	12	14	-5	4	-1
COc1ccc(/C=N/NC(=O)c2cccc(Br)c2)cc1CN1CCOCC1	.	-1	0	8	-9	2	8	1
CN(C)C(=O)c1ccc(-c2ccc3c(c2)[C@H]2[C@H](CCN2C(=O)c2ccc4c(c2)OCO4)[C@H](CO)N3)cc1	5[16.7 µM]	0	.	6	-20	-39	-12	-2
C[C@@H]1CN([C@@H](C)CO)C(=O)c2cc(C3=CCCCC3)cnc2O[C@@H]1CN(C)C(=O)c1ccccn1	-6[16.7 µM]	-2	-2	-20	-27	-4	3	-4
CCNCCNC(=O)c1c(O)c2ccccc2n(CC)c1=O	-4	0	.	.	.	5	.	-1
CC(=O)c1cccc(NC(=O)CSc2nc(C3CC3)nc3ccccc23)c1	-8	17	-3	16	14	-7	35	0
CC(c1ccccc1)C1CC(=O)N(Cc2ccccc2)C1=O (configuration not stated)	.	.	1	7	1	-5	-14	.

The final five records of the part before lead into the next:
SMILES	miR122 inh	PGC1a acetyl inh	Casp6 inh	EWS-Fli inh	LGR2 inh	FN deposit inh	PAX8 inh HTS	Cneo AK release
CN(C)C(=O)c1ccc(-c2ccc3c(c2)[C@H]2[C@H](CCN2C(=O)c2ccc4c(c2)OCO4)[C@H](CO)N3)cc1	5[16.7 µM]	0	.	6	-20	-39	-12	-2
C[C@@H]1CN([C@@H](C)CO)C(=O)c2cc(C3=CCCCC3)cnc2O[C@@H]1CN(C)C(=O)c1ccccn1	-6[16.7 µM]	-2	-2	-20	-27	-4	3	-4
CCNCCNC(=O)c1c(O)c2ccccc2n(CC)c1=O	-4	0	.	.	.	5	.	-1
CC(=O)c1cccc(NC(=O)CSc2nc(C3CC3)nc3ccccc23)c1	-8	17	-3	16	14	-7	35	0
CC(c1ccccc1)C1CC(=O)N(Cc2ccccc2)C1=O (configuration not stated)	.	.	1	7	1	-5	-14	.
Cc1ccc(S(=O)(=O)N2CCOCC2)cc1NC(=O)CN(C)CC(=O)Nc1cccc(F)c1	-4	.	0	-9	8	3	5	0
COc1ccc(CC2(CO)CCN(S(=O)(=O)c3cccc4cccnc34)CC2)cc1	9	6	2	0	-4	6	2	-1
COC(=O)c1cccc(C(=O)N2CCC(CO)(CCc3ccccc3)CC2)c1	5	-10	-1	-14	5	7	2	0
CO[C@@H]1CN(C)C(=O)c2cc(NC(=O)NC3CCCCC3)ccc2OC[C@H](C)N(C(C)=O)C[C@@H]1C	-2[16.7 µM]	-15	-3	3	4	6	.	-4
COCCN1C(=O)N[C@@H](c2cccs2)C(C(C)=O)=C1C	.	.	0	-2	6	3	1	-4
CCOc1ncccc1C(=O)N1CCCSC1=Nc1ccc(C(C)=O)cc1	4	-5	0	11	-22	-4	8	.
CCOc1ccc(CNc2nnnn2C)cc1	-1	.	0	-16	10	-1	-1	0
Cc1ccc(/C=N/NC(=O)c2ccncc2)cc1	-3	18	1	8	-10	9	-13	0
CC(=O)N(C)c1ccc(NC(=O)N2CCOCC2)cc1	2	-3	-6	-9	7	10	9	4
C[C@H]1CN([C@@H](C)CO)C(=O)Cc2cc(NC(=O)CCN3CCOCC3)ccc2O[C@@H]1CN(C)CC1CC1	-1[16.7 µM]	-13	-48	2	-10	-5	-19	8
O=C(CC1CCCC1)N1CCN(S(=O)(=O)c2cccc(Br)c2)CC1	-3	.	-4	11	-3	.	7	-1
CCOCCCNc1ccc(N2C(=O)C3CCCCC3C2=O)cc1[N+](=O)[O-] (configuration not stated)	-10	2	-3	-13	-7	-2	2	0
C[C@H](CO)N1C[C@H](C)[C@H](CN(C)Cc2ccc(C(=O)Nc3ccccc3N)cc2)Oc2ccc(NC(=O)Nc3ccc(C(F)(F)F)cc3)cc2C1=O	.	-7	0	18	18	.	53	.
Cc1nnc(NC(=O)CSc2nnc(C(C)NC(=O)c3ccccc3F)n2C)s1 (configuration not stated)	.	.	2	12	-1	-2	-9	0
C[C@@H]1CCCCO[C@@H](CN(C)Cc2ccc(C(=O)O)cc2)[C@@H](C)CN([C@H](C)CO)C(=O)c2cc(NC(=O)CCCN(C)C)ccc2O1	-1[16.7 µM]	-11	-1	-3	-11	.	-1	-5
O=C(NC(CO)(CO)CO)[C@@H]1CCCN1S(=O)(=O)c1cccc2cccnc12	.	.	0	3	7	-2	-17	0
CCCc1cc(=O)oc2cc(C)cc(OCC(=O)Nc3ccccn3)c12	-1	-1	2	8	-14	-6	11	-1
O=c1c(Br)c(NCc2ccccc2)cnn1-c1ccc(F)cc1	3	-12	3	-54	-40	13	-78	.
COc1ccc(Cl)cc1NC(=O)C1CC(c2ccccc2O)=NO1 (configuration not stated)	-4	-4	1	3	2	-16	9	6
CC(=O)N1CCCCN2[C@H](CO)[C@H](c3ccc(-c4cccc(C)c4)cc3)[C@@H]2C1	8[16.7 µM]	-5	-1	-5	55*	.	-3	46
Cc1ccccc1-c1ccc(C2[C@@H]3CN(C(=O)C4CCCCC4)C[C@H]2N3)cc1 (some centres not stated)	.	-8&-26	-1&1	-1&1	-1&1	5&-8	.	.
N#Cc1ccc(-c2csc(NC3=NCCCCC3)n2)cc1	.	.	7	-65	-19	-3	-97	.
CN(C)CC(=O)N[C@@H]1CC[C@@H](CCNC(=O)Nc2ccc(F)cc2)O[C@H]1CO	-9[16.7 µM]	-1	5	-4	-29	.	1	23
CCOC(=O)C[C@@H]1OC[C@H](C(C)C)N1S(=O)(=O)c1ccc(C)cc1	.	.	4	-6	13	14	-23	.
CC(C)(C)OC(=O)C[C@H]1C/C=C\C[C@@H](CC(=O)N(CCO)Cc2ccccc2)C(=O)NC[C@@H](c2ccccc2)OC1=O	.	.	9	-1	-11	-2	4	-2
Nc1ncnc2c1ncn2C1CCCO1 (configuration not stated)	-3	-3	2	-7	21	-4	-15	-1
CC(C)c1ccc(Nc2nc(CC(=O)O)cs2)cc1	.	.	2	-105	.	0	-157	.
CC(=O)NC(=S)Nc1sc2c(c1C#N)CCCCC2	.	.	-5	-48	21	3	24	.
COCCCN(CC(=O)Nc1ccc(N2CCOCC2)cc1)S(=O)(=O)c1ccc(C)cc1	-4	1	1	-4	1	2	-1	8
CC(=O)N(C)c1ccc(NC(=S)NCC(C)C)cc1	-5	.	-1	10	-9	8	8	2
COc1ccc(S(=O)(=O)N(C)C[C@@H]2Oc3ccc(NC(=O)CCN4CCOCC4)cc3CC(=O)N([C@H](C)CO)C[C@H]2C)cc1	10[16.7 µM]	2	-1	-6	3	-3	-9	1
COc1ccc(NC(=S)NC(=O)/C=C/c2ccccc2)cc1	.	.	-1	-9	-1	2	-34	6
O=C1Cc2ccccc2C(=O)N1Nc1ccccc1	.	.	49*	-8	-12	4	-31	.
O=C(CNc1ccc2ccccc2c1)N/N=C/c1ccc(OC(=O)/C=C/c2ccco2)cc1	.	.	2	-2	-3	-19	-4	.
Nn1c(SCC(=O)NCc2ccccc2)nncc1=O	-3	-3	1	2	-18	2	29	8

Compound profiles, from the list above. Values in the order: miR122 inh	PGC1a acetyl inh	Casp6 inh	EWS-Fli inh	LGR2 inh	FN deposit inh	PAX8 inh HTS	Cneo AK release
Nn1c(SCC(=O)NCc2ccccc2)nncc1=O is listed as -3	-3	1	2	-18	2	29	8
Nc1ncnc2c1ncn2C1CCCO1 (configuration not stated) is listed as -3	-3	2	-7	21	-4	-15	-1
COc1ccc(S(=O)(=O)N(C)C[C@@H]2Oc3ccc(NC(=O)CCN4CCOCC4)cc3CC(=O)N([C@H](C)CO)C[C@H]2C)cc1 is listed as 10[16.7 µM]	2	-1	-6	3	-3	-9	1
CC(C)(C)OC(=O)C[C@H]1C/C=C\C[C@@H](CC(=O)N(CCO)Cc2ccccc2)C(=O)NC[C@@H](c2ccccc2)OC1=O is listed as .	.	9	-1	-11	-2	4	-2
COc1ccc(NC(=S)NC(=O)/C=C/c2ccccc2)cc1 is listed as .	.	-1	-9	-1	2	-34	6
